High-throughput results as filed in PubChem BioAssay.
SKN-1 block – blocks SKN-1 activity in C. elegans | C. elegans VP596 Pgst-4::GFP/RFP ratio, acrylamide-induced, 24 h | inhibition, % at 21.8 µM | 0.49% of 360,000 active;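 active = interference check ratio from 0.5 to 1.5 plus GFP to RFP signal ratio inhibition reaching or exceeding a fixed threshold, cut at about 30% in these data, passing the limit was not always enough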; also: some compounds called inactive have numbers as strong as hits
Rpn11 block – Rpn11 (human) deubiquitinase inhibition; human 26S proteasome, Ub4-pepOG fluorescence polarization; 20S core pre-blocked with epoxomicin; calls only at 20 µM; 0.59% of 360,000 active; AID 588493;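 active = inhibition at 20 µM, scaled to each plate's controls, above about 33%, limit read from the data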
STEP inh – blocks human striatal-enriched tyrosine phosphatase | recombinant STEP, OMFP fluorogenic substrate, fluorescence | AID 588621 | P54829 | 0.25% of 360,000 active | inhibition, % at 20 µM;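 active = inhibition at 20 µM, scaled per plate between control wells, above about 37%, limit read from the data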;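 also: 0% = DMSO with enzyme and substrate and 100% = substrate only without enzyme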
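Material: STEP (striatal-enriched tyrosine phosphatase) enzyme, cell-free; Compound dosing: 20 µM single dose in 1% DMSO; Technique: fluorescence read at 480 nm ex / 540 nm em; Times: reaction 20 min, ambient temperature; Medium: 50 mM Bis-Tris pH 6.0 with 2.5 mM DTT and 0.005% Tween 20; Also added: OMFP at 25 µM.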
MT1-MMP act inh – MT1-MMP (human) activation inhibition; 0.061% of 360,000 active; HT1080 RFP-PRO-GFP cells, GFP/RFP ratio fluorescence, overnight; percent of plate control window, DMSO zero; P50281; GFP/RFP ratio change, % at 20 µM;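 active = GFP/RFP ratio change of at least 30% with cell ATP level not reduced by more than half and red fluorescence within 50% of control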; also: strong numbers were not always called active
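Material – HT1080 RFP-PRO-GFP cells · Control set – DMSO wells and RFP-L50D-GFP cells · Incubation – overnight cell settling, then overnight compound exposure, 37 °C, 5% CO2 · Compound dosing – single-point 20 µM compound, 1% DMSO · Read-out – GFP/RFP fluorescence ratio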
Scp1 inh – inhibitors of human Scp-1 phosphatase; Q9GZU7; Recombinant Scp1, phosphopeptide, malachite green phosphate absorbance; inhibition, % at 20 µM; 0.88% of 340,000 active;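 active = inhibition above about 50% at 20 µM, limit read from the data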;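 also: plate controls were DMSO wells with enzyme for no effect and wells lacking enzyme for full effect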
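Incubation: 45 min enzyme reaction at room temperature / System: truncated SCP-1 phosphatase (76-261aa) / Reagent: Phospho 17-mer peptide substrate / Buffer or medium: Acidic Tris acetate buffer with magnesium and detergent / Signal: absorbance at 630 nm / Doses: one concentration, 20 µM, with 1.0% DMSO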
SUMO1 PPI mod – SUMO1-SIM interaction modulation | inhibition, % at 20 µM | 0.33% of 360,000 active | SUMO1 binding to a labelled peptide, TR-FRET, 1 h | P63165; in the data active = inhibition above about 37%
NadD inh – blocks S. aureus nicotinate mononucleotide adenylyltransferase; purified NadD enzyme, colorimetric absorbance read-out; inhibition, % at 20 µM; 0.78% of 360,000 active; AID 602399; in the data active = inhibition above about 26%; also: some compounds past the cut are filed as inactive
DNMT1 inh – DNMT1 (human) enzyme inhibition | DNMT1 molecular beacon, Hinp1I cleavage, fluorescence | AID 588458 | inhibition (reported as % activation of signal), % at 10 µM | P26358 | 0.83% of 360,000 active; in the data active = inhibition above about 50%
Target sequence (P26358 504-1616 limits assumed): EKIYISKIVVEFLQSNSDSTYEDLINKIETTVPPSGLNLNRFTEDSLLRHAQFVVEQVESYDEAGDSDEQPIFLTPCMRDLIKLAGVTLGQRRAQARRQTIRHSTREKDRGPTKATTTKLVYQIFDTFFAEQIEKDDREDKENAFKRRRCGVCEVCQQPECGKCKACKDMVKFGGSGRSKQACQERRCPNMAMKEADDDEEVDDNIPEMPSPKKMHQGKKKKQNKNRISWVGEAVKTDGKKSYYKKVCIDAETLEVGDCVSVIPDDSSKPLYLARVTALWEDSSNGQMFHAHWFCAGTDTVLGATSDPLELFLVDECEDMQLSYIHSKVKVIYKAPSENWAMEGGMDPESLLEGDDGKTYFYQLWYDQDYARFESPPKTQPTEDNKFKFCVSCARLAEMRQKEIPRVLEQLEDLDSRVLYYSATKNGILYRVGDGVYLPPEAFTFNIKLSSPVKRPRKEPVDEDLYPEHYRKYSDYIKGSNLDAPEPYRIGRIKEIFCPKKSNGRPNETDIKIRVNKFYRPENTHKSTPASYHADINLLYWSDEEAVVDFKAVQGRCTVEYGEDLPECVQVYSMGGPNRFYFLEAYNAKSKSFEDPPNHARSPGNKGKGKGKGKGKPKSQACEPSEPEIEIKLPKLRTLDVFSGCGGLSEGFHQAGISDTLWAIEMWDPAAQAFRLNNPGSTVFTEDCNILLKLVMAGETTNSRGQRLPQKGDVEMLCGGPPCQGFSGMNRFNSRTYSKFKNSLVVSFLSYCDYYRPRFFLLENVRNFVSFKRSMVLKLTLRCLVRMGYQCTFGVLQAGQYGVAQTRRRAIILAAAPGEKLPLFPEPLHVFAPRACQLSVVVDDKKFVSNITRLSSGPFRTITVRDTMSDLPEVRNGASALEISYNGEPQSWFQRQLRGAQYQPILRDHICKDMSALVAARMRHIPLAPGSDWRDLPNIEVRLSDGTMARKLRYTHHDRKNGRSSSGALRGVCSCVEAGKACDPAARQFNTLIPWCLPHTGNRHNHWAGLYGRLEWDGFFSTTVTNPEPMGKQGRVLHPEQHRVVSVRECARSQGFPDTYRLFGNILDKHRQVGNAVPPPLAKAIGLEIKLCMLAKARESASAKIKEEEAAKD
CendR NRP1 mod – alters CendR peptide binding to human NRP-1 | O14786 | FAM-RPARPAR peptide binding to NRP-1, fluorescence polarization | inhibition, % at 25 µM | 0.85% of 360,000 active | AID 602438;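 active = inhibition or corrected inhibition above about 18%, plus a signal ratio from 0.5 to 1.5, limit read from the data, passing the limit was not always enough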; also: strong numbers were not always called active
LMPTP inh – LMPTP (human) inhibition; inhibition, % at 20 µM; P24666; recombinant LMPTP-A, OMFP fluorogenic substrate, fluorescence intensity; AID 651560; 0.22% of 360,000 active;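 active = compounds that cut the enzyme signal by at least half of the control window in the single-dose screen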;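 also: plate controls were DMSO wells with enzyme plus substrate for no effect and substrate without enzyme for full effect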
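Test system: LMPTP-A, protein tyrosine phosphatase of low molecular weight; Input: 0.625 nM enzyme; Incubation: 50 min dark incubation at room temperature; Signal: endpoint fluorescence intensity from OMFP dephosphorylation; Read-out basis: % inhibition versus control wells.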
Active calls of the source: *; i = inactive; · = no result given.

#	smiles	MT1-MMP act inh	DNMT1 inh	STEP inh	SUMO1 PPI mod	Rpn11 block	NadD inh	CendR NRP1 mod	Scp1 inh	SKN-1 block	LMPTP inh
1	CC1CCCN(C(=O)c2cc3c(-c4ccc(Cl)cc4)nn(C)c3s2)C1 (stereo not given)	-7	-4	1	5	i	-6	-26	-12	-3	4.8
2	COc1ccc(CN2CCOCCOCCOCCOCC2)cc1	0	2	3	6	i	6	-1	-6	3	-3.0
3	Cc1cscc1-c1ccc(C(=O)Nc2c(C)cccc2C)o1	-4	7	3	0	i	31*	-5	·	1	-1.3
4	O=C(OCC(=O)N1CCN(C(=O)c2ccco2)CC1)c1sc2ccccc2c1Cl	3	0	-1	-20	i	-5	-4	-8	11	-2.9
5	CC(C)CCN1CCN(Cc2cn[nH]c2C2CCCCC2)CC1CCO (stereo not given)	0	-1	8	1	i	-12	-6	-3	-1	-1.9
6	Cc1cc(NC(=O)CSc2cn(CCNC(=O)c3ccc(F)cc3)c3ccccc23)no1	-4	-3	2	-2	i	-7	-1	-7	-16	-1.7
7	CNC(=O)COC(=O)/C=C/c1ccco1	1	5	0	-5	i	-2	9	13	10	2.4
8	Cc1cccc(NC(=O)C2CCCN(S(=O)(=O)c3ccc4c(c3)oc(=O)n4C)C2)c1 (stereo not given)	-3	2	-1	-3	i	-4	5	-16	-18	2.5

Limited to DNMT1 inh and Rpn11 block, for 2 of the compounds above:
| item | Compound | DNMT1 inh | Rpn11 block |
| --- | --- | --- | --- |
| 4 | O=C(OCC(=O)N1CCN(C(=O)c2ccco2)CC1)c1sc2ccccc2c1Cl | 0 | i |
| 8 | Cc1cccc(NC(=O)C2CCCN(S(=O)(=O)c3ccc4c(c3)oc(=O)n4C)C2)c1 (stereo not given) | 2 | i |

Next section.
#	smiles	MT1-MMP act inh	DNMT1 inh	STEP inh	SUMO1 PPI mod	Rpn11 block	NadD inh	CendR NRP1 mod	Scp1 inh	SKN-1 block	LMPTP inh
9	Clc1ccc(CNC2CCN(Cc3ccccc3)CC2)cc1	4	-1	2	2	i	-5	15	-8	9	-2.7
10	CNC(=O)COc1ncnc2sc(C)c(C)c12	4	-5	3	-3	i	0	-6	-2	-9	-1.9
11	O=C(Nc1ccccc1C(=O)NCCc1ccccc1)c1ccco1	-3	-2	3	1	i	-9	0	-10	-15	-0.7
12	O=S(=O)(c1ccc(OCC(O)CNC23CC4CC(CC(C4)C2)C3)c(Cl)c1)N1CCOCC1 (stereo not given)	-7	-5	-2	-1	i	-17	1	-6	12	-1.4
13	Fc1ccc(C2CC(c3ccco3)=NN2c2ccccc2)cc1 (stereo not given)	4	-2	2	-3	i	7	-1	-14	-1	2.0
14	OC(C#Cc1ccccn1)c1cccs1 (stereo not given)	-18	-2	6	-3	i	-3	9	-6	21	-2.7
15	CCCCCCCCCC(=O)N/N=C/c1ccc(C)s1	1	-5	1	-6	i	11	16	-8	-3	3.6
16	O=C(O)CCCC(=O)Nc1nc(-c2ccccc2)cs1	0	-2	-5	5	i	2	-4	-9	8	-0.3
17	CCOC(=O)C1=C(C)NC2=C(C(=O)CC(C)(C)C2)C1c1cccc(C)n1 (stereo not given)	6	2	1	-1	i	1	4	-14	5	-0.8
18	COCCNc1nc(NCc2cccs2)nc2ccsc12	3	-38	2	1	i	5	10	·	13	39
19	CC(C)C(NC(=O)c1ccc(F)cc1)C(=O)OCC(=O)N1CC(=O)Nc2ccccc21 (stereo not given)	0	3	-1	0	i	0	-9	-7	8	-1.6
20	Cc1ccc(S(=O)(=O)N(CC(O)CN2CCCCC2)c2cccc([N+](=O)[O-])c2)cc1 (stereo not given)	0	7	-7	-7	i	-4	-1	1	-6	7.6
21	O=C(NCCc1ccc(F)cc1)c1coc(=O)c(Br)c1	7	0	3	-23	i	-3	3	-1	-13	-0.8
22	CCOc1ccc(NC(=O)[C@@H]2CCCN2C(=O)c2cccs2)cc1S(=O)(=O)N1CCOCC1	-6	6	1	3	i	4	6	13	1	1.1
23	CCC1Oc2ccccc2N(CC(=O)NCCCN2CCCCC2C)C1=O (stereo not given)	2	1	-1	-2	i	-1	2	-7	0	-2.2
24	O=C(O)CCC(=O)Nc1ccc(C(=O)N2CCCCC2)cc1	2	-4	-4	0	i	-3	1	-4	9	-1.1
25	Cn1c(=O)c2c(nc(CN3CCN(Cc4ccccc4)CC3)n2CCN2CCOCC2)n(C)c1=O	9	0	-3	-4	i	3	-8	-2	-18	-1.9
26	Cc1ccc(S(=O)(=O)Oc2cccc(/C=N/n3cnnc3)c2)cc1	16	4	2	-1	i	-5	5	-12	2	-0.5
27	CC(C)OCCCn1c(-c2ccc(Br)cc2)c[nH]c1=S	-4	-1	0	-1	i	10	3	13	6	-1.4
28	O=C(CSc1nnc(CNC(=O)c2ccccc2)o1)NCc1ccccc1Cl	1	-1	-2	-4	i	2	7	-11	7	-0.5
29	CCc1ccccc1NC(=O)CSc1nnc(CCNC(=O)OC(C)(C)C)o1	-6	0	-2	0	i	-5	3	-15	10	-1.0
30	CCc1ccccc1NC(=O)CN1CCN(CC(=O)Nc2ccc(-c3ccccc3)cc2)CC1	-1	3	0	5	i	-3	10	2	3	-0.7
31	CSc1nsc(SCC(=O)Nc2ccc(F)cc2F)n1	3	0	0	0	i	-4	6	-2	18	-1.0
32	CC1(C)Cc2c(sc3c2c(=O)n(-c2ccc(Cl)cc2)c(=O)n3CC(N)=O)CO1	5	0	2	3	i	2	1	-7	11	-0.5
33	O=C(NN1CC(C(=O)OCc2ccc(Cl)cc2Cl)CC1=O)c1ccccc1 (stereo not given)	1	0	0	-5	i	2	-3	-5	-4	0.1
34	Cc1cc(OCC(=O)NCCc2ccc(S(N)(=O)=O)cc2)c2c(C)cc(=O)oc2c1	-4	12	0	4	i	-1	3	-8	-1	-0.2
35	O=C1CCCC[C@@H](CO)[C@H](O)C[C@H](c2ccccc2)O1	1	·	·	-6	·	4	-8	·	9	-1.6
36	COc1ccc(CCNC(=O)c2ccc(OC)c(OC)c2)cc1OC	1	-3	-3	11	i	-1	1	0	5	0.3
37	COCCCNC(=O)CCc1nc(-c2ccccc2)no1	6	0	2	-3	i	-5	-1	-1	8	-0.2
38	Cc1ccn2c(=O)nc(SCC(=O)N3CCN(c4ccccc4)CC3)nc2c1	-1	2	0	3	i	1	-3	16	-1	11
39	CCOc1ccc(NC(=O)CN(C)C(=O)CCCc2nc3ccccc3c(=O)[nH]2)cc1OCC	-4	2	-2	-4	i	0	-10	-2	12	-0.9
40	COC(=O)/C(=C/c1cn(C(C)=O)c2ccccc12)[N+](=O)[O-]	-4	-8	-2	-9	i	1	8	-1	7	-1.2
41	O=C(COC(=O)c1ccccc1Cl)Nc1cccnc1Cl	4	1	-1	0	i	1	-2	-4	-5	-0.1
42	CN1CCN(Cc2nc(Cc3cccc(F)c3)no2)CC1c1ccccc1 (stereo not given)	-1	0	-1	-1	i	-5	-12	-8	-2	-0.7
43	N#Cc1c(N)nc(SCc2ccccc2)c(C#N)c1-c1ccco1	3	-13	0	8	i	3	-38	-9	22	4.0
44	O=C(COc1ccccc1)Nn1cnc2ccccc21	3	3	2	3	i	0	-8	7	3	-2.5
45	NC(=O)c1ccccc1NC(=O)Nc1cccc(Cl)c1	0	-4	2	3	i	-3	-9	-6	5	-0.4
46	Cc1sc2ncnc(Sc3ccccc3C(=O)Nc3ccc(Br)cc3)c2c1C	-8	-3	-2	1	i	3	0	-7	16	1.9
47	COc1ccc(S(=O)(=O)NNc2nc(C)cc(C)n2)cc1Br	3	-6	-3	3	i	-2	11	-1	4	-1.3
48	C[C@@H]1CN([C@@H](C)CO)C(=O)CCCn2cc(nn2)CO[C@H]1CN(C)S(=O)(=O)c1cccc(C#N)c1	3	7	-1	3	i	2	8	·	-1	-4.2
49	COc1ccccc1OCC(=O)NNC(=O)c1ccoc1C	2	-4	1	-2	i	7	3	-7	1	-1.4
50	CS(=O)(=O)Nc1ccc(C(=O)NCCc2ccccc2)cc1	-1	4	3	2	i	-1	3	0	1	0.9
51	O=C(/C=C/c1cccs1)NC(=S)Nc1ccc(C(=O)O)cc1	0	-4	-1	-26	i	1	-9	-6	0	-0.8
52	O=C(NCCS(=O)(=O)c1ccc(Br)cc1)c1ccc(Cl)cc1Cl	6	0	0	3	i	-8	-6	-4	-7	-0.9
53	CCN(CC)c1ccc(CN2CCCCCC2)cc1	6	0	-4	-5	i	-8	1	-4	-8	-1.9
54	COc1ccccc1/C=C(/CC(=O)NCc1ccc(F)cc1)c1nc2ccccc2s1	-5	19	8	2	i	14	6	-11	4	7.3
55	C/C(=N\NC(=O)Cc1ccccc1)c1ccc(Cl)s1	2	0	-2	-6	i	5	13	-5	9	2.4
56	O=S(=O)(Nc1ccc2ccccc2n1)c1ccccc1Cl	4	1	-6	6	i	3	-1	-5	-2	-0.8
57	O=C(Nc1ccc2c(c1)OCO2)c1cnn2cccnc12	2	-4	-2	-2	i	-5	-5	-7	1	0.0
58	CCOC(=O)c1c(-n2cnnn2)sc2c1CCCC2	-2	4	10	4	i	-3	2	-8	-4	-0.6
59	Cc1ccc(OCC(=O)N/N=C2/SCC(=O)N2Cc2ccco2)cc1	-3	6	-2	6	i	-2	0	-3	-12	-0.2

The order is random. Share with any hit: about 3.9%.
